IL1B NFkB pot: enhances IL-1B driven NFkB nuclear translocation; HUVEC IL-1B NFkB p65 nuclear translocation imaging; activation, % at 2 µM; 94,000 tested, 0.3% active;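 active means activation above 40%, about the mean plus 3 SD, also judged a hit on visual image review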;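 further: percent activation is computed from the nuclear over cytoplasmic p65 intensity ratio; values of inactives mirror those of a sister screen read the other way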
NFkB transloc inh: blocks IL-1B driven NFkB nuclear translocation in HUVEC cells | HUVEC IL-1B NFkB p65 nuclear translocation imaging | inhibition, % at 2 µM | 94,000 tested, 0.43% active | AID 796;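 active means inhibition above about 30% together with a positive call from visual inspection of the well image, limit read from the data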;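 further: nuclear over cytoplasmic p65 intensity ratio measured by imaging; 0% = IL-1B stimulated DMSO wells and 100% = unstimulated DMSO wells; values of inactives mirror those of a sister screen read the other way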
Bcl-B TR3 displacers: displacers of TR3 peptide from Bcl-B, primary screen, selectivity assay for Bfl-1 inhibitor project, biochemical, fluorescence polarization | 96,000 tested, 0.11% active | FP displacement of FITC-TR3 peptide from Bcl-B; higher % means a stronger effect | displacement, % at 20 µM; hits with a dose series show IC50 in µM;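 active means displacement above 50% at 20 µM plus a fluorescence interference ratio under 1.5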;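 further: plate controls were wells without compound for no effect and wells lacking Bcl-B protein for full effect; a part of the inactive calls stands beside numbers as strong as those of hits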
PLAP inhibition: PLAP enzyme inhibitors, biochemical, luminescence, HTS (AID 690). inhibition, % at 20 µM; hits with a dose series show IC50 in µM. purified PLAP, luminescent substrate; higher % means a stronger effect. 96,000 tested, 0.08% active; in the data active means a potency from the dose series; inactive means the rest, 99 in 100 with inhibition below about 30%; further: strong numbers were not always called active
MRP resist rev: MRP-mediated drug resistance reversal | differential viability (reversal), % at 10 µM | AID 602 | 85,000 tested, 0.04% active | H69AR cells + 2 uM doxorubicin, CellTiter-Glo, 72 h;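 active means viability drop by adding the cancer drug above about 55%, with treated viability meeting a 40% cutoff, limit read from the data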;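 further: viability without doxorubicin minus viability with 2 µM doxorubicin for each compound; larger differential means the compound sensitizes cells more to doxorubicin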
MRP resist rev cytotoxicity: recorded beside MRP resist rev, whose call it bears; viability, %; H69AR cells, CellTiter-Glo, 72 h; measured here: cytotoxicity without doxorubicin
MRP resist rev with doxorubicin: also measured in MRP resist rev; calls as there; viability, %; measured here: viability with 2 uM doxorubicin; active compounds read low
NFkB transloc inh cell count 2 µM: second read-out of NFkB transloc inh, no call of its own (marks repeat the call); cell count; measured here: cells passing quality filter;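 raw number of nuclei counted in each imaged well without normalization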
IL1B NFkB pot cell count 2 µM: recorded beside IL1B NFkB pot, whose call it bears; cell count; measured here: cells passing quality filter
Active calls of the source: *; x = not tested or not shown.

Every second line gives: IL1B NFkB pot | IL1B NFkB pot cell count 2 µM | NFkB transloc inh | NFkB transloc inh cell count 2 µM | Bcl-B TR3 displacers | PLAP inhibition | MRP resist rev | MRP resist rev cytotoxicity | MRP resist rev with doxorubicin
CN(C)S(=O)(=O)c1ccc2nc(NC(=O)c3cccnc3)sc2c1
 : 29.6 | 131 | -29.6 | 131 | -6.1% | -3.2% | 16.2 | 88.9 | 72.6
C[N+](C)(C)CCOC(=O)C1(c2ccccc2)CCCC1
 : -5.2 | 105 | 5.2 | 105 | -0.9% | 11.7% | -0.1 | 92.2 | 92.3
CC(C#N)Sc1ncnc2sc3c(c12)CCC3 (configuration not stated)
 : 14.1 | 162 | -14.1 | 162 | 0.8% | 6.8% | 22.4 | 92.2 | 69.8
COc1ccc(NC(=S)N2CCN(C/C=C/c3ccccc3)CC2)cc1OC
 : 2.5 | 165 | -2.5 | 165 | -17.4% | -48.0% | x | x | x
Cc1ccc(C2NNC(=O)C2NC(=O)c2ccccc2)cc1 (configuration not stated)
 : -7.6 | 159 | 7.6 | 159 | 3.0% | -85.3% | x | x | x
CN1CCN(c2ccccc2NC(=O)c2cc3ccccc3o2)CC1
 : -8.7 | 166 | 8.7 | 166 | 1.4% | -36.0% | -15.1 | 55.1 | 70.2
COc1ccc(CCn2c(=S)[nH]c3cc(C(=O)NCc4ccco4)ccc3c2=O)cc1OC
 : -0.4 | 69 | 0.4 | 69 | -34.4% | -41.9% | 1.1 | 4.4 | 3.3
O=C(COC(=O)c1cnccn1)Nc1ccc2c(c1)OCO2
 : 1.9 | 151 | -1.9 | 151 | -2.8% | 3.7% | -7.2 | 83.5 | 90.7
O=C(Nc1cccnc1)C1CCCN1S(=O)(=O)c1ccc(Cl)c(Cl)c1 (configuration not stated)
 : -1.9 | 116 | 1.9 | 116 | -9.4% | 16.1% | 4.4 | 102.0 | 97.6
CC1(C)CC(=O)C(=CN2CCN(C(=O)c3ccco3)CC2)C(=O)C1
 : 13.1 | 42 | -13.1 | 42 | -6.1% | 0.2% | -7.3 | 97.4 | 104.7
COc1ccc(C(CC(=O)NCCN2CCOCC2)NS(=O)(=O)c2ccc(C)cc2)cc1 (configuration not stated)
 : -1.9 | 199 | 1.9 | 199 | 17.9% | -24.6% | -2.2 | 102.7 | 104.9
CCn1c(=O)cc(SCC(=O)NCC2CCCO2)c2ccccc21 (configuration not stated)
 : 16.2 | 125 | -16.3 | 125 | -2.9% | -18.7% | 5.6 | 97.3 | 91.8
O=[N+]([O-])c1ccc(NNC(=S)Nc2ccccc2)cc1
 : -14.4 | 167 | 14.4 | 167 | -6.1% | 4.9% | x | x | x
O=C(O)CCc1ccc(-c2ccc(Cl)cc2)n1CCC(=O)O
 : 15.7 | 67 | -15.7 | 67 | 13.3% | 9.4% | -4.4 | 90.3 | 94.7
Cc1cc(Cl)cc(C)c1OCC(=O)O
 : x | x | x | x | 8.3% | 4.4% | 16.7 | 87.0 | 70.4
COC(=O)Cc1c(O)ccn(Cc2ccccc2OC)c1=O
 : -4.1 | 158 | 4.1 | 158 | -4.3% | 1.9% | x | x | x
Clc1ccc(CN2C3=NCCN3c3ccccc32)cc1Cl
 : -1.0 | 99 | 1.0 | 99 | -7.2% | -23.8% | 10.6 | 56.0 | 45.5
CC1=C(C(=O)OC(C)C)C(c2ccco2)NC(=O)N1 (configuration not stated)
 : 6.5 | 76 | -6.5 | 76 | -2.3% | 14.4% | -1.7 | 104.9 | 106.6
Cn1c(=O)c2cc(S(=O)(=O)NCCC(=O)N3CC=C(c4ccccc4)CC3)ccc2n(C)c1=O
 : 17.5 | 138 | -17.5 | 138 | -7.5% | -45.8% | -19.1 | 65.4 | 84.5
COc1cc(OC)cc(OCC(O)Cn2cnc(-c3ccccc3)c2)c1 (configuration not stated)
 : 0.5 | 183 | -0.5 | 183 | x | x | 3.2 | 81.5 | 78.3
COc1ccc(CCNc2nc(N3CCCCC3)nc(N3CCCCC3)n2)cc1OC
 : -11.5 | 93 | 11.5 | 93 | -10.2% | -51.0% | -3.0 | 57.7 | 60.7
O=C(NCc1ccc(F)cc1)C1CCCN(C(=O)Nc2ccccc2)C1 (configuration not stated)
 : 7.5 | 178 | -7.5 | 178 | -1.1% | 8.5% | 0.4 | 87.0 | 86.6
CCCCCCNC(=O)Cc1c(O)c2ccccc2[nH]c1=O
 : 23.4 | 175 | -23.4 | 175 | 11.6% | -41.6% | 3.0 | 95.4 | 92.5
COCCN(CCOC)Cc1c(C)[nH]c2ccccc2c1=O
 : 12.6 | 132 | -12.6 | 132 | -2.6% | -15.0% | x | x | x
Cc1cc(C)n(-c2nc(NCC(C)O)c3c4c(sc3n2)CCCC4)n1 (configuration not stated)
 : 18.7 | 180 | -18.7 | 180 | 2.0% | -60.7% | 11.2 | 107.2 | 96.0
NC(=O)C(c1ccc(Sc2ccccc2)nn1)c1ccc(Cl)cc1Cl (configuration not stated)
 : -16.3 | 69 | 16.3 | 69 | -9.0% | 5.1% | 12.6 | 86.1 | 73.5
CC(Cc1ccccc1)N/C=C1\CC(=O)NC1=O (configuration not stated)
 : -4.8 | 160 | 4.8 | 160 | 1.0% | 1.1% | 2.2 | 90.4 | 88.2
CCCN(CCC)CC(=O)NCC1(c2ccccc2)CCOCC1
 : 3.0 | 147 | -3.0 | 147 | x | x | 13.2 | 101.7 | 88.4
CS(=O)(=O)c1sc2nc(-c3cccs3)cc(-c3ccccc3)c2c1N
 : 14.4 | 144 | -14.4 | 144 | -8.7% | -28.9% | -9.9 | 66.8 | 76.6
CC(C)(C)c1csc(N(CCC#N)CCC#N)n1
 : -6.0 | 71 | 6.0 | 71 | 2.0% | -21.3% | -6.9 | 80.3 | 87.3

The list goes on.
compound	IL1B NFkB pot	IL1B NFkB pot cell count 2 µM	NFkB transloc inh	NFkB transloc inh cell count 2 µM	Bcl-B TR3 displacers	PLAP inhibition	MRP resist rev	MRP resist rev cytotoxicity	MRP resist rev with doxorubicin
CCC(C)NC(=O)CC1Oc2ccc(Cl)cc2NC1=O (configuration not stated)	1.7	118	-1.7	118	1.0%	18.8%	9.6	95.3	85.7
COc1ccc(C(=S)N2CCCC2)cc1C	10.7	143	-10.7	143	12.8%	2.9%	-1.9	93.2	95.1
Cc1ccc2cccc(S(=O)(=O)NC3CCS(=O)(=O)C3)c2n1 (configuration not stated)	-4.2	92	4.2	92	-9.2%	27.7%	-1.0	88.8	89.8
COc1ccccc1N1CCN(S(=O)(=O)c2ccc(F)cc2)CC1	4.2	171	-4.3	171	2.2%	-27.2%	6.5	92.5	86.0
Cn1c(CNc2nc(-c3ccccc3)cs2)nnc1SCC(=O)c1ccccc1	14.8	107	-14.8	107	-15.6%	-42.7%	-8.6	78.8	87.4
CC1CCCC(C)N1C(=O)CSc1nnc(NC(=O)c2cccs2)s1 (configuration not stated)	x	x	x	x	6.4%	-9.2%	1.5	97.5	96.0
CC(=O)Nc1cccc(NC(=O)C2CC(=O)N(c3ccc(C)cc3)C2)c1 (configuration not stated)	18.1	118	-18.1	118	-7.5%	-9.2%	9.4	99.5	90.1
O=C(NCc1ccco1)c1ccc(S(=O)(=O)N2CCOCC2)cc1	10.2	150	-10.2	150	4.2%	-11.9%	8.9	95.2	86.3
CC(=O)/C(=N/Nc1cccc(C)c1)N1CCOCC1	19.3	150	-19.3	150	-5.1%	-38.4%	x	x	x
CN1CCCC(OC(=O)c2cc(Cl)ccc2Cl)C1 (configuration not stated)	x	x	x	x	3.0%	-46.7%	17.6	89.5	71.8
CCCCn1nnnc1SCC(=O)NNC(=O)C1CCCCC1	5.5	166	-5.5	166	-7.6%	-67.4%	x	x	x
CCN(CC)S(=O)(=O)c1cccc(C(=O)N2CC(O)CC2C(=O)O)c1 (configuration not stated)	1.2	97	-1.2	97	3.0%	-22.0%	-12.3	92.5	104.8
CCOc1ccc2cc(S(=O)(=O)n3ccnc3C)ccc2c1	10.6	189	-10.6	189	-4.4%	-31.7%	12.9	93.7	80.9
CS(=O)(=O)Nc1ccccc1C(=O)NCc1ccco1	14.6	145	-14.6	145	7.2%	-28.4%	-0.8	87.7	88.5
CCCOc1cccc(/C=N/NC(=O)c2csc(C)c2C)c1	-6.5	129	6.5	129	-15.4%	-9.9%	x	x	x
CC(C)(C)NC(=O)NC(=O)COC(=O)COc1ccc2c(c1)CCC2	x	x	x	x	-4.9%	-6.4%	-6.8	82.0	88.9
Cn1c(CN2CCOCC2)nnc1SCC(=O)NCCc1ccccc1	-7.3	146	7.3	146	-10.1%	-5.5%	9.2	101.5	92.3
CCc1ccc2[nH]c(=O)c(CN(Cc3ccccc3)Cc3nnnn3Cc3ccco3)cc2c1	8.5	136	-8.5	136	-19.7%	3.5%	-10.6	20.7	31.4
O=C(CC(c1ccccc1)c1ccccc1)NCc1cccnc1	-22.1	86	22.1	86	x	x	27.9	92.3	64.4
Oc1oc(-c2ccco2)nc1C=Nc1ccccc1	2.1	93	-2.1	93	-4.6%	-1.7%	-18.7	75.9	94.6
CC1CCN(S(=O)(=O)c2ccc(NC(=O)N3c4ccccc4Sc4ccccc43)cc2)CC1	10.1	124	-10.1	124	-10.9%	-27.3%	x	x	x
COc1ccccc1-n1c(SCC(=O)Nc2ccc(F)cc2)nc2c(c1=O)SCC2	x	x	x	x	-2.5%	-18.9%	-31.6	19.5	51.2
CCOC(=O)C1C(=O)CC(C)(O)C(C(=O)OCC)C1c1cc(Br)ccc1OC (configuration not stated)	-0.8	163	0.8	163	-1.4%	-50.7%	-5.9	72.0	77.9
Cc1ccc(-c2cnc(SCC(=O)N3CCCc4ccccc43)n2C)cc1	2.2	99	-2.2	99	9.1%	3.2%	x	x	x

Next section, overlapping the part above by three compounds.
compound	IL1B NFkB pot	IL1B NFkB pot cell count 2 µM	NFkB transloc inh	NFkB transloc inh cell count 2 µM	Bcl-B TR3 displacers	PLAP inhibition	MRP resist rev	MRP resist rev cytotoxicity	MRP resist rev with doxorubicin
COc1ccccc1-n1c(SCC(=O)Nc2ccc(F)cc2)nc2c(c1=O)SCC2	x	x	x	x	-2.5%	-18.9%	-31.6	19.5	51.2
CCOC(=O)C1C(=O)CC(C)(O)C(C(=O)OCC)C1c1cc(Br)ccc1OC (configuration not stated)	-0.8	163	0.8	163	-1.4%	-50.7%	-5.9	72.0	77.9
Cc1ccc(-c2cnc(SCC(=O)N3CCCc4ccccc43)n2C)cc1	2.2	99	-2.2	99	9.1%	3.2%	x	x	x
O=C(Nc1nc(-c2ccc(S(=O)(=O)N3CCCC3)cc2)cs1)c1ccco1	-16.9	182	16.9	182	-2.3%	-15.9%	-7.9	69.2	77.0
CCN(CC)C(=O)c1cccc2c1C(=O)c1ccccc1-2	3.6	197	-3.6	197	x	x	-9.8	91.8	101.5
Cc1ccc(CCC(=O)Nc2nccs2)o1	-1.6	188	1.6	188	-65.6%	15.4%	5.2	91.5	86.2
CCOC(=O)CSc1nc2cc(C(=O)N3CCC(C(N)=O)CC3)ccc2c(=O)n1-c1ccccc1	12.4	163	-12.4	163	0.8%	-74.0%	13.3	93.1	79.8
COc1ccc(S(=O)(=O)n2nc(OC(=O)c3ccc(C)cc3)cc2N)cc1	x	x	x	x	13.2%	0.5%	8.0	92.9	84.9
CC1(C)NC(=O)N(CC(O)COc2ccccc2C(=O)Nc2ccccc2)C1=O (configuration not stated)	x	x	x	x	-8.7%	-5.7%	7.2	85.3	78.1
COc1ccc(C(=O)NCCc2nnc(SCc3nc4ccccc4c(=O)[nH]3)n2C)cc1	7.4	131	-7.4	131	-9.1%	-66.8%	0.7	79.7	79.1
O=C(CSc1nc2ccccc2c(=O)n1NC(=O)Cc1ccccc1)NCc1ccccc1	-0.6	142	0.6	142	8.1%	13.9%	6.3	92.7	86.4
O=C(O)CCn1c(=O)sc2ccccc21	-9.5	194	9.5	194	-17.3%	-7.9%	5.7	99.1	93.4

Screens (PubChem)

An excerpt; count on the stated rates, not on these rows.
